Source: PubChem
Tau fluor counter: Counterscreen qHTS for Inhibitors of Tau Fibril Formation, Fluorescence Polarization; tau K18 P301L Alexa594 fluorescence, heparin fibrillization; Potency, µM (top dose mostly 57.7 µM), without a hit: at the top dose activity change, negative = decrease; actives 0.93% (n = 280,000); also: % is scaled to controls: 0 for no effect and ±100 for the full control effect; nearly all actives have a fitted effect of over 55% in size
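Human K18 P301L tau (15 uM unlabeled plus 0.24 uM Alexa 594-labeled, final) in 100 mM sodium acetate pH 7 was mixed with compound and 20 uM heparin and incubated 6 hr at 37 C.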
TR SRC2 fluor cs: Total Fluorescence Counterscreen for Inhibitors of the Interaction of Thyroid Hormone Receptor and Steroid Receptor Coregulator 2. TRb/SRC2 Texas Red total fluorescence interference. actives 0.29% (n = 280,000). Potency, µM (doses to about 106 µM), for inactives: top-dose fluorescence change, negative = quenching; active = well fitted curve in either direction with a large enough effect; inconclusive = small, poorly fitted or top-dose-only effect; also: % is scaled to controls: 0 for no effect and ±100 for the full control effect
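Human TRβ ligand-binding domain (0.6 uM) and Texas Red SRC2 peptide (20 nM) in Tris buffer with 1 uM T3 and 5% DMSO were incubated with pinned compound for 5 hr at ambient temperature. Total fluorescence was computed as S + 2P (555/632 nm).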
HTT ATP protect: qHTS Multiplex Assay to Identify Dual Action Probes in a Cell Model of Huntington: Cytoprotection (ATP) | PC12 HTT-Q103 induced, cytoprotection, ATP luminescence, 40 h | Potency, µM (series often up to 56.4 µM), inactives show cytoprotection (ATP increase), most hits filed as activators | actives 0.14% (n = 230,000) | AID 1471, 2008;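 also: % of control where 0% means no effect; nearly all actives have a fitted effect of over 45% in size; toxic huntingtin expression switched on by the ecdysone agonist tebufenozide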
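Compounds were screened for protection of PC12 cells against cell death after tebufenozide induction (100 nM final) of mutant Huntingtin exon 1 (Q103) fused to GFP.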
L3MBTL1 block: qHTS Assay for the Inhibitors of L3MBTL1; Potency, µM (highest dose often 57.1 µM), for the others: top-dose activity, negative = inhibition, hits mostly inhibitors; AID 485360, 2010; AlphaScreen L3MBTL1–H3K9me1 peptide binding; actives 0.66% (n = 230,000); also: % is scaled to controls: 0 for no effect and ±100 for the full control effect; nearly all actives have a fitted effect of over 60% in size
Target sequence (Q9Y468 whole entry, looked up): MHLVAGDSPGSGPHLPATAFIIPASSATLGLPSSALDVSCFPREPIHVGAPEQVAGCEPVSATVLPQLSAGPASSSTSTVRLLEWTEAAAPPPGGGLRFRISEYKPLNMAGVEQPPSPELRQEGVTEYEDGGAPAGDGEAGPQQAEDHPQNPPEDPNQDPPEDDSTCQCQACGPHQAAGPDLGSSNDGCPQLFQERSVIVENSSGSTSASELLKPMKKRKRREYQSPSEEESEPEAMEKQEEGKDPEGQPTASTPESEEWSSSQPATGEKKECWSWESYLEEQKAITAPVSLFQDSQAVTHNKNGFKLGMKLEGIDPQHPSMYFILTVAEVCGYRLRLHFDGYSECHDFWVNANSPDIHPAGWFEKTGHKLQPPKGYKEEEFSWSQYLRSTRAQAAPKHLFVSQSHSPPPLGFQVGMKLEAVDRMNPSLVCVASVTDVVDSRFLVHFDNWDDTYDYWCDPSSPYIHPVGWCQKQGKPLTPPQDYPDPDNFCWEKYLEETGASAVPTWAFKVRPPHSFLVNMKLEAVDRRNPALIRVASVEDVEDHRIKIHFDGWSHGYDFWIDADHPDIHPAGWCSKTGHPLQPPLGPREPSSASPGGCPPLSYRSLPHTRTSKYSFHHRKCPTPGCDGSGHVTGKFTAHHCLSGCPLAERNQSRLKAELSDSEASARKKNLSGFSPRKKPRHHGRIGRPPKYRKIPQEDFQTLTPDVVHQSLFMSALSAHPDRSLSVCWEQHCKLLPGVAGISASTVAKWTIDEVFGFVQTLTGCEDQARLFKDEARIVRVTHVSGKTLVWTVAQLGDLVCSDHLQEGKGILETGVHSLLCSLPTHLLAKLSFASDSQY
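L3MBTL1 50 nM + b-AHA-H3(1-15)K9me1 75 nM, 30 min RT; compound added, 30 min RT; streptavidin donor/Ni-chelate acceptor beads 10 ug/mL each final, 30 min RT dark; AlphaScreen read.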
RECQ1 inh: qHTS Assay for Inhibitors of RecQ-Like Dna Helicase 1 (RECQ1) | RECQ1 DNA unwinding, red fluorescence kinetic read | actives 0.54% (n = 240,000) | ATP-dependent DNA helicase Q1 (Homo sapiens), P46063 | Potency, µM (highest dose often 57.3 µM), inactives show at the top dose activity, negative = inhibition, hits mostly inhibitors | AID 2549, 2010;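 also: plate controls were vehicle for no effect and no enzyme for full effect; nearly all actives have a fitted effect of over 30% in size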
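RECQ1T1 50 nM; forked duplex (20 bp + 30-nt ss tails) 200 nM, ATP 2 mM final; pH 8.0, 2 mM MgCl2, 2.5 ug/ml poly(dI-dC); 15 min compound preincubation; discontinuous kinetic read over 2 h at RT.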
Tau ThT inhib: qHTS for Inhibitors of Tau Fibril Formation, Thioflavin T Binding | Microtubule-associated protein tau (Homo sapiens), P10636 | recombinant tau K18 P301L, heparin-induced fibrillization, ThT fluorescence | Potency, µM (highest dose often 57.4 µM), for inactives: at the highest dose activity, negative = inhibition, most hits filed as inhibitors | actives 2.1% (n = 270,000) | AID 1460, 2008; also: % is scaled to controls: 0 for no effect and ±100 for the full control effect; nearly all actives have a fitted effect of over 55% in size
Target sequence (P10636 561-689 P618L limits assumed): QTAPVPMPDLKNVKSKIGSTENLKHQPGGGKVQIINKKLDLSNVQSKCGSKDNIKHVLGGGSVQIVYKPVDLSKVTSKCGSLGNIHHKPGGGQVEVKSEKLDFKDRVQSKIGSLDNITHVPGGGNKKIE
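Using a mix of unlabeled (15 uM) and Alexa 594-labeled (0.24 uM) tau K18 P301L, heparin-triggered fibrillization over 6 hr at 37 C was scored by ThT fluorescence.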
Tau FP inhib: qHTS for Inhibitors of Tau Fibril Formation, Fluorescence Polarization | Microtubule-associated protein tau (Homo sapiens), P10636 | K18 P301L tau heparin fibrillization, Alexa594 FP, 6 h | Potency, µM (series often up to 57.7 µM), for inactives: at the highest dose activity, negative = inhibition, hits mostly inhibitors | actives 0.39% (n = 280,000); also: % is scaled to controls: 0 for no effect and ±100 for the full control effect; nearly all actives have a fitted effect of over 55% in size
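Read-out: fluorescence polarization of Alexa 594-labeled tau (0.24 uM), 555 nm excitation, 632 nm emission. Mixtures held 15 uM unlabeled K18 P301L, compound and 20 uM heparin, pH 7 acetate buffer, incubated 6 hr at 37 C.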
TRb SRC2 PPI: qHTS for Inhibitors of the Interaction of Thyroid Hormone Receptor and Steroid Receptor Coregulator 2 | TRbeta-SRC2 peptide binding, fluorescence polarization; receptor liganded with 1 µM T3 | Potency, µM (doses to about 106 µM), for the others: at the top dose activity change, negative = inhibition, most hits filed as inhibitors | actives 0.065% (n = 280,000);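 also: plate controls were bound peptide for no effect and peptide without receptor for full effect; nearly all actives have a fitted effect of over 50% in size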
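Read-out is fluorescence polarization (555 nm excitation, 632 nm emission) of a Texas Red SRC2 coactivator peptide; loss of signal reflects blocked binding to human TRb ligand-binding domain in the presence of 1 uM T3.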
Active calls of the source: *; i = inactive; u = inconclusive; x = no result given; [ ] = dose if it differs, or a comment. Unless noted, calls follow the shape of the dose curve; as a rule, active = well fitted curve in the direction sought with a large enough effect; inconclusive = small, poorly fitted or top-dose-only effect, or another doubt; inactive = no such curve, though single readings can be large; an effect the other way counts as inactive or inconclusive. Potency is read from the fitted curve at half-maximal effect. These rows are one share of the data (hit frequency here may not be typical).

SMILES	Tau fluor counter	TR SRC2 fluor cs	HTT ATP protect	L3MBTL1 block	RECQ1 inh	Tau ThT inhib	Tau FP inhib	TRb SRC2 PPI
COc1ccccc1Nc1nc(N)nc(CN2CCN(c3ccccc3)CC2)n1	-13%	1%	-12%	x	i	-18%	-1%	-7%
CCc1ccc(OCc2cc(=O)n3cc(C)sc3n2)cc1	0%	0%	x	x	x	u	5%	0%
CCCC(C)C(=O)Nc1ccc(Cl)cc1Cl (configuration not stated)	-11%	1%	u	x	-13%	-11%	2%	0%
c1cc(CNC2C3CC4CC(C3)CC2C4)ccn1 (configuration not stated)	-2%	-6%	0%	x	-23%	-4%	3%	4%
CCc1ccc(-c2cn3c(n2)sc2cc(C(=O)NCCc4ccc(OC)cc4OC)ccc23)cc1	-11%	6%	x	x	x	-12%	-2%	-2%
CC(CN1CCOCC1)C(=O)O (configuration not stated)	0%	-1%	-4%[10 µM]	3%	-4%	-3%	4%	-7%
CCCn1c(SCC(=O)N2c3ccccc3CCc3ccccc32)nc2c1c(=O)n(C)c(=O)n2C	-3%	4%	-11%	2%	i	-9%	-2%	3%
CC(=O)N1N=C(c2c(-c3ccccc3)c3cc(Br)ccc3[nH]c2=O)CC1c1ccco1 (configuration not stated)	-23%	0%	9%[10 µM]	-8%	-11%	u	-7%	2%
O=C(Nc1ccccc1N1CCCCC1)c1ccc(N2C(=O)c3ccccc3C2=O)cc1	-24%	2%	-3%	x	i	-14%	1%	-15%
CC1(C)OC(=O)C(=C2CCCN2)C(=O)O1	-2%	0%	-2%[10 µM]	x	0%	2%	-1%	-4%
O=C(NCc1ccc2c(c1)OCO2)C1CCN(S(=O)(=O)c2cccc3nsnc23)CC1	-4%	2%	10%[10 µM]	0%	-5%	-4%	0%	2%
CCN(C(=O)CSc1nnnn1-c1cc(C)ccc1OC)C1CCS(=O)(=O)C1 (configuration not stated)	-4%	2%	-16%[10 µM]	5%	-5%	-8%	u	0%
CCC(=O)NC(c1ccc(OC)cc1)c1c(O)ccc2ccccc12 (configuration not stated)	-21%	-2%	-141%[inhibitor]	-1%	-3%	1%	1%	-4%
CN1C(=S)SC(N(O)C(=O)Nc2ccccc2)C1(C)C (configuration not stated)	-1%	1%	16%	3%	-2%	2%	-5%	7%
O=C1CN(C(=O)C2CCCC2)CCN1	-8%	-3%	4%[10 µM]	-3%	-3%	-7%	-9%	-1%
CCNC(=S)Nc1scc(-c2ccccc2)c1C(=O)OCC	u	0%	x	2%	4%	u	-7%	-1%
COc1ccc(S(=O)(=O)NNC(=O)c2csc(-n3nc(C)cc3C(F)(F)F)n2)cc1	-14%	0%	-2%	x	-14%	-13%	-6%	8%
CCOC(=O)C1=C(C)NC(SCC(N)=O)=C(C#N)C1c1ccccc1 (configuration not stated)	-11%	-1%	-32%	-4%	3%	-1%	-1%	7%
CCN(CC(=O)NC1CCS(=O)(=O)C1)S(=O)(=O)c1cccc(C(C)=O)c1 (configuration not stated)	2%	-3%	-28%	5%	-8%	1%	6%	-4%
CCCN(CCC)C1=N/C(=C\c2ccco2)C(=O)N1c1ccccc1	-21%	6%	-9%	x	28µM*	u	-7%	-14%
O=C(CCC1N=C2c3ccccc3N=C(SCc3cccc(F)c3)N2C1=O)NCc1cccs1 (configuration not stated)	-1%	2%	x	x	x	-10%	0%	4%
Fc1ccc(NC(=S)N2N=CCC2c2ccccc2)cc1 (configuration not stated)	-6%	1%	-24%	x	4%	0%	-6%	-19%
C/C(=N\NC(=O)c1c[nH]c2ccccc12)c1ccc(C)o1	-17%	-4%	-11%[10 µM]	x	i	u	5%	-3%
O=C(c1ccc(F)cc1)N1c2ncnn2C2(CCCCC2)[C@@H]2CCCC[C@@H]21	-1%	3%	x	x	x	-3%	7%	-5%
O=C(NC1CCCCC1)C1CCN(S(=O)(=O)c2cccs2)CC1	0%	-5%	2%	5%	-5%	-8%	1%	-6%

Reformatted as a markdown table: part of the list above
| structure | Tau fluor counter | TR SRC2 fluor cs | HTT ATP protect | L3MBTL1 block | RECQ1 inh | Tau ThT inhib | Tau FP inhib | TRb SRC2 PPI |
| --- | --- | --- | --- | --- | --- | --- | --- | --- |
| CN1C(=S)SC(N(O)C(=O)Nc2ccccc2)C1(C)C (configuration not stated) | -1% | 1% | 16% | 3% | -2% | 2% | -5% | 7% |
| O=C1CN(C(=O)C2CCCC2)CCN1 | -8% | -3% | 4%[10 µM] | -3% | -3% | -7% | -9% | -1% |
| CCNC(=S)Nc1scc(-c2ccccc2)c1C(=O)OCC | u | 0% | x | 2% | 4% | u | -7% | -1% |
| COc1ccc(S(=O)(=O)NNC(=O)c2csc(-n3nc(C)cc3C(F)(F)F)n2)cc1 | -14% | 0% | -2% | x | -14% | -13% | -6% | 8% |
| CCOC(=O)C1=C(C)NC(SCC(N)=O)=C(C#N)C1c1ccccc1 (configuration not stated) | -11% | -1% | -32% | -4% | 3% | -1% | -1% | 7% |
| CCN(CC(=O)NC1CCS(=O)(=O)C1)S(=O)(=O)c1cccc(C(C)=O)c1 (configuration not stated) | 2% | -3% | -28% | 5% | -8% | 1% | 6% | -4% |
| CCCN(CCC)C1=N/C(=C\c2ccco2)C(=O)N1c1ccccc1 | -21% | 6% | -9% | x | 28µM* | u | -7% | -14% |

(more compounds)
SMILES	Tau fluor counter	TR SRC2 fluor cs	HTT ATP protect	L3MBTL1 block	RECQ1 inh	Tau ThT inhib	Tau FP inhib	TRb SRC2 PPI
CCO[C@H]1OC(C(=O)Nc2ccccc2)=C[C@@H](c2ccc(C(F)(F)F)cc2)[C@@H]1CCCO	-22%	-2%	23%[10 µM]	2%	-16%	-15%	14%	-4%
CN(CC(=O)c1c(N)n(C)c(=O)n(C)c1=O)c1ccccc1	-16%	0%	-19%	2%	i	-6%	-3%	-4%
CCOc1cc(C=O)ccc1OCC(=O)NC(C)(C)C	3%	-5%	-19%	-1%	-2%	-8%	5%	-4%
CSCCC1COC(c2cccs2)=N1 (configuration not stated)	3%	-2%	15%	x	-2%	11%	-5%	-13%
COc1ccc(Cn2nc3n(c2=O)-c2ccccc2OC3)cc1	-5%	-22%	x	x	x	-6%	-2%	0%
CCc1ccc(-c2nc3cc(NC(=O)c4ccc(C)c(C)c4)ccc3o2)cc1	-15%	5%	x	x	x	u	-9%	1%
COc1cc(-c2nnc(SCC3(c4ccc(Br)cc4)OCCO3)o2)cc(OC)c1OC	-22%	0%	-48%[inhibitor]	4%	-2%	-8%	-6%	-13%
Cc1[nH]nc(Sc2ccccn2)c1[N+](=O)[O-]	3%	-2%	x	4%	-1%	4%	-6%	-1%
Cc1nnc(C)c2c(C)n(Cc3ccc4c(c3)OCO4)c(C)c12	8%	-4%	21%[10 µM]	-13%	i	u	2%	-18%
COc1cc(/C=C/c2[nH]c(=O)[nH]c(=O)c2[N+](=O)[O-])ccc1OCCC(C)C	-8%	-4%	13µM*	x	i	u	7%	-11%
CCC1(CC)C(=O)N(C)C(=O)NC1=NCc1ccccc1	7%	0%	-6%[0.074 µM]	5%	0%	3%	2%	2%
CCOC(=O)C1=C(C)C(c2ccc(OC)cc2)NC(=S)N1 (configuration not stated)	-4%	-2%	-29%	x	i	-9%	1%	-15%
O=C(NC(=S)Nc1ccc(CN2CCOCC2)cc1)c1ccc2c(c1)OCCO2	u	1%	26%[10 µM]	x	-12%	x	-4%	2%
COc1cc(S(=O)(=O)n2cnc(C)c2)ccc1Cl	-5%	-3%	8%[10 µM]	15%	-20%	-6%	-3%	4%
O=C(NC1CCCCC1)c1ccc2c(c1)N(Cc1ccccc1)C(=O)c1ccccc1S2	-9%	-1%	x	x	x	-7%	-5%	-4%
O=C(/C=C/c1cn(-c2ccccc2)nc1-c1cccc(Cl)c1)N1CCN(c2ccccn2)CC1	-19%	1%	-83%[inhibitor]	-30%	u	-13%	0%	4%
COCc1nc(-c2cc(Br)ccc2OC)no1	-4%	-1%	-4%	x	9%	5%	-7%	-3%
O=[N+]([O-])c1ccc(C2CN=C(Nc3ccccc3)S2)cc1 (configuration not stated)	-26%	-1%	-11%	x	-10%	u	3%	-1%
Cc1ccc(CCC(=O)Nc2ccccc2F)s1	-1%	4%	-4%	u	i	-3%	-3%	4%
Cc1cc(Nc2ccc(O)cc2)ccc1N	x	27%	-72%[inhibitor]	-19%	u	x	x	u
COc1ccc([C@H]2[C@H](C(=O)OC(C)(C)C)N3N=Cc4ccccc4C3C23C(=O)c2ccccc2C3=O)cc1OC (some centres not stated)	u	-2%	x	-19%	-12%	u	-8%	2%
O=C(Cn1cnc2onc(-c3ccc(Cl)cc3)c2c1=O)Nc1ccc(F)cc1	-30%	-2%	x	x	x	12%	u	-1%
C[C@@H](O)C1NC(=O)[C@H](CCCCN)NC(=O)c2cc([N+](=O)[O-])cc(F)c2NCCCC[C@@H](C(N)=O)NC1=O (some centres not stated)	-3%	0%	x	11%	6%	-11%	-2%	-20%
O=C(CSc1oc(-c2ccco2)nc1S(=O)(=O)c1ccc(Cl)cc1)NCC1CCCO1 (configuration not stated)	-23%	-1%	-1%[10 µM]	x	-5%	-18%	-6%	4%
COc1cc(CNC(=O)c2cccc(COc3ccc(Cl)cc3)c2)cc(OC)c1	-29%	0%	-8%[10 µM]	15%	-18%	0%	u	-12%
CCOC(=O)C1=C(c2cccc(Oc3ccccc3)c2)NC(=S)NC1C (configuration not stated)	-26%	-9%	-9%	x	i	-7%	7%	-8%

Some of the entries so far, with bars between the fields.
compound | Tau fluor counter | TR SRC2 fluor cs | HTT ATP protect | L3MBTL1 block | RECQ1 inh | Tau ThT inhib | Tau FP inhib | TRb SRC2 PPI
Cc1ccc(CCC(=O)Nc2ccccc2F)s1 | -1% | 4% | -4% | u | i | -3% | -3% | 4%
Cc1cc(Nc2ccc(O)cc2)ccc1N | x | 27% | -72%[inhibitor] | -19% | u | x | x | u
